# IP6K1 inh: IP6K1 kinase inhibition; activity change, % (series mostly up to about 58 µM); actives 0.81% (n = 140,000); IP6K1 kinase, ADP-Glo luminescence, 2 h; stronger effect = lower value; AID 1645851; Q92551; in the data active = activity change below about -25%
#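 ADP-Glo luminescence measures ADP made by human IP6K1 during a 2 h RT reaction with ATP/IP6 (mix at 1.3 mM/130 uM); top library doses 57.5 and 19.1 uM final.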
# 3T3 cytotox: kills NIH 3T3 cells; Potency, µM (highest dose often 96.7 µM), without a hit: at the top dose activity change, negative = cytotoxicity, hits mostly inhibitors; actives 4.3% (n = 94,000); NIH 3T3 viability, CellTiter-Glo ATP luminescence, 48-72 h; AID 1345082; also: potency is read from the fitted curve at half-maximal effect; nearly all actives have a fitted effect of over 55% in size
#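 Luminescent ATP readout (CellTiter-Glo, 10 min RT) after 48 or 72 hr compound exposure of NIH 3T3 cells seeded at 400 cells/well in 1536-well format; quantitative HTS.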
# HEK cytotox: cytotoxic compounds in HEK 293 cells. HEK 293 viability, ATP luminescence (CellTiter-Glo), 48-72 h. Potency, µM (series often up to 115 µM), for inactives: top-dose activity change, negative = cytotoxicity, actives largely listed as inhibitors. actives 6.6% (n = 94,000); also: potency is read from the fitted curve at half-maximal effect; nearly all actives have a fitted effect of over 60% in size
#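 CellTiter-Glo luminescence (cellular ATP) was read after 48 or 72 hr of compound exposure at 37 degree Celsius. Cells were HEK 293 plated at 250 cells/well.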
# GPT2 inhibitor: blocks human glutamate pyruvate transaminase 2; Q8TD30; Potency, µM (titrated, usually from 57.7 µM), for inactives: top-dose activity change, negative = inhibition, usual class: inhibitors; Recombinant GPT2, coupled pyruvate oxidase/HRP Amplex Red fluorescence; actives 0.25% (n = 100,000); also: potency is read from the fitted curve at half-maximal effect; nearly all actives have a fitted effect of over 60% in size; many of its hits are not listed in these tables
# Target sequence (Q8TD30 whole entry, looked up): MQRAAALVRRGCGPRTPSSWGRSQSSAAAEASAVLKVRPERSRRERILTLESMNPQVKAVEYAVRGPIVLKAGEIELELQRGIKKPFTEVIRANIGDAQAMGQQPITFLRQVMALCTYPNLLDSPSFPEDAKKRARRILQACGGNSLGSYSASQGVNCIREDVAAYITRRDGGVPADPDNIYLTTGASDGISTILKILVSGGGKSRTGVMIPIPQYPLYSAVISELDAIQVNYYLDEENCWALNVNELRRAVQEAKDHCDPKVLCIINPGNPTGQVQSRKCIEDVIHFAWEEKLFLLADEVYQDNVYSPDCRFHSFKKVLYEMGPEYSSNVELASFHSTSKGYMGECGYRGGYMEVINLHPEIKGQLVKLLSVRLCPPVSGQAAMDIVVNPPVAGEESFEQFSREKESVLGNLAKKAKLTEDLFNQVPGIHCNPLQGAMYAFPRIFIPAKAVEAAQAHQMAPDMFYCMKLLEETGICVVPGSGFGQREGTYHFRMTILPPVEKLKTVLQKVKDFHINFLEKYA
#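 Inhibition is scored from Amplex Red fluorescence generated when pyruvate oxidase and HRP act on pyruvate released by GPT2. Reactions contain 10ng/uL enzyme, 250uM a-KG and 2mM L-alanine and run 30 min at room temperature.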
# Luciferase inh: blocks purified firefly luciferase enzyme activity | AID 1347043 | actives 2.5% (n = 76,000) | Potency, µM (titrated, usually from 115 µM), for the others: at the highest dose activity change, negative = inhibition, actives largely listed as inhibitors | purified P. pyralis luciferase, luminescence, biochemical | P08659; also: potency is read from the fitted curve at half-maximal effect; nearly all actives have a fitted effect of over 65% in size
# Target sequence (P08659 whole entry, looked up): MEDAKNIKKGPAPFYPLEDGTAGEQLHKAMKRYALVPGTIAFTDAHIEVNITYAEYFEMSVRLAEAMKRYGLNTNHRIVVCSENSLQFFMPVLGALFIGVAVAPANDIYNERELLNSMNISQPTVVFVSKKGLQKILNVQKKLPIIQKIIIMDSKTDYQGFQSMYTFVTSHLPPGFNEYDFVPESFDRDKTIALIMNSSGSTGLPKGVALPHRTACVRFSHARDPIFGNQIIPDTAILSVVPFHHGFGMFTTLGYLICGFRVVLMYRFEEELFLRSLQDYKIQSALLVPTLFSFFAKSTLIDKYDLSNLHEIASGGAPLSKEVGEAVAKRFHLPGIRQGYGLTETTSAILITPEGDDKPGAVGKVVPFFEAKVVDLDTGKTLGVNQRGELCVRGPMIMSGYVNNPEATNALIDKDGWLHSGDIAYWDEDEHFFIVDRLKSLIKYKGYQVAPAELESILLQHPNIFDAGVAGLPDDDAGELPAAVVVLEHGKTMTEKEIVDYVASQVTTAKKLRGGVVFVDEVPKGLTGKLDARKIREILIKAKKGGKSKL
#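 Inhibitors were tested against purified firefly luciferase in a biochemical, low-substrate format (both substrates at 10uM) and luminescence measured with a CCD imager.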
# HEK293 viab: cell viability loss counter-screen | HEK-293-SNCA-luc viability, GF-AFC fluorescence, 24 h | AID 1671193 | Potency, µM (doses to about 57.1 µM), for inactives: top-dose activity change, negative = cytotoxicity, actives largely listed as cytotoxic | actives 0.12% (n = 150,000);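 also: potency is read from the fitted curve at half-maximal effect; 0% = DMSO-treated cells and -100% = medium-only wells without cells; nearly all actives have a fitted effect of over 30% in size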
#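 Cytotoxicity counterscreen: after 24 h compound treatment of genome-edited SNCA-luciferase HEK-293 cells, live-cell protease substrate GF-AFC read by fluorescence after 30 min; activity scaled between DMSO (0%) and medium-only (-100%), curves Hill-fitted.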
# SNCA expr inhib: SNCA gene expression inhibition | HEK-293 SNCA-luciferase knock-in, luminescence, 24 h | Potency, µM (top dose mostly 57.2 µM), for inactives: top-dose activity change, negative = inhibition, hits mostly inhibitors | actives 0.17% (n = 140,000) | AID 1671194;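 also: potency is read from the fitted curve at half-maximal effect; plate controls were DMSO cells for no effect and cell-free wells for full effect; nearly all actives have a fitted effect of over 45% in size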
# * hit, by the source's call; i = inactive; ? = inconclusive; . = not tested or not shown; [ ] = dose if it differs, or a comment. Unless noted, calls follow the shape of the dose curve; as a rule, active = well fitted curve in the direction sought with a large enough effect; inconclusive = small, poorly fitted or top-dose-only effect, or another doubt; inactive = no such curve, though single readings can be large; an effect the other way counts as inactive or inconclusive. Unless noted, % is scaled to controls: 0 for no effect and ±100 for the full control effect. Some of the compounds tested, so the mix of outcomes need not match the whole.
SMILES,IP6K1 inh,3T3 cytotox,HEK cytotox,GPT2 inhibitor,Luciferase inh,HEK293 viab,SNCA expr inhib
Cc1ncoc1C(=O)N[C@H](c1ccc2c(c1)CCO2)C1CC(O)C1 (some centres undefined),17,-4%,i,4%,-1%,0%,7%
CCOc1ccccc1C(=O)Nc1cc2c(cc1N1CCOCC1)n(C)c(=O)n2C,6,.,.,.,.,5%,29%
Cc1ccccc1OCc1nc(C2CN(C(=O)C(C)c3ccccc3)C2)no1 (centres undefined),3,?,?,i,?,-9%,-22%
COC[C@H]1CCCN1Cc1nc(C2(O)CCN(C(=O)C3CCOCC3)CC2)cs1,22,-2%[174 µM],1%[172 µM],-7%[88.5 µM],0%[172 µM],-8%[87.6 µM],8%[87.6 µM]
O=C1Cc2c(-c3ccccc3)n[nH]c2CN1CC1CCOCC1,-11,50µM*,1%[172 µM],3%[88.5 µM],-13%[172 µM],-13%[87.6 µM],?
CCOC(=O)[C@H]1[C@@H](O)C(=O)N(Cc2ccccc2)C12CCN(C(=O)N(C)C)CC2,28,?,-14%,.,.,.,.
CCOc1ccc(NC(=O)Cn2cccc2-c2nc(-c3ccc(F)cc3)no2)cc1,-3,0%,-12%,i,1%,5%,-6%
CSCCCN1C(=O)CC[C@H]2CN(C(=O)c3cccnc3)CC[C@H]21,0,-1%,i,0%,-4%,-6%,2%
COc1ccc(-c2nc3c4ccccc4n(CC(=O)N4CCN(c5ccccc5OC)CC4)c(=O)n3n2)cc1,0,.,.,.,.,-10%,2%
O=C(c1ccccc1F)N1CC(Oc2ccc(-c3nc(-c4ccccc4)no3)cc2)C1,7,45µM*,28µM*,-12%,?,-26%,5%
CCOc1cc(-c2nnc(SCC(=O)NCc3ccc(C)cc3)nc2-c2ccc(OC)c(OCC)c2)ccc1OC,-12,.,.,.,.,5%,25%
COc1cccc(CNC[C@H]2O[C@H](Cc3cc(-c4ccccc4)on3)CC[C@@H]2O)c1,-2,?,112µM*,-13%[88.5 µM],-13%[172 µM],-3%[87.6 µM],103%[activator][87.6 µM]
Cc1cccn2c(Nc3ccccc3)c(-c3cccs3)nc12,9,.,.,.,.,-20%,88%[activator]
CCc1ccccc1NC(=O)Cn1c(=O)c(-c2noc(C)n2)c2n(c1=O)CCCCC2,1,-6%,-4%,-10%,-9%,14%,14%
c1ccc(C2(c3ccccc3)CCCN(Cc3ncccn3)C2)cc1,16,?,?,i,-5%,-7%,-13%
NC1(C(=O)O)CC1,.,.,.,i,.,-17%,-24%
CN(CC1CCOC1)C(=O)Nc1c(F)cccc1F (centres undefined),12,i,11%,2%,-3%,3%,1%
CC(C)CCN1CCCC2(C1)C(=NC1CCCC1)NC(=O)N2c1cc(F)cc(F)c1 (centres undefined),-12,32µM*,?,i,.,?,?
COCCCNC(=O)C(C)n1c2ccccc2c2cnn(C)c(=O)c21 (centres undefined),-8,.,.,.,.,-2%,-4%
COc1cccc(C(=O)N2CCCC(N3C(=O)c4c(c(C)nn4-c4ccccc4)C3C(C)C)C2)c1 (centres undefined),6,?,?,.,.,.,.
O=C(C1CCCN1C(=O)c1cccc(Cl)c1)N1CCC(N2Cc3ccccc3C2=O)CC1 (centres undefined),-8,-20%,?,-7%,.,-27%,14%
O=C1CCN(C(=O)c2ccco2)CCCC(C(=O)NCc2ccccc2)CCN1 (centres undefined),-3,-6%,-23%,i,-5%,1%,-8%
Cn1c2ccccc2c2cnn(CC(=O)Nc3ccccc3C(F)(F)F)c(=O)c21,3,.,.,.,.,-3%,2%
Cc1nc(-c2c3n(c(=O)n(CC(=O)Nc4ccccc4Cl)c2=O)CCCCC3)no1,38,-6%,?,i,-6%,9%,-14%
COCC(=O)NCc1cc2n(n1)CCCN(Cc1cc3ccccc3s1)C2,22,?,20µM*,i,-2%,5%,1%
O=C(c1ccco1)N1CCC(OC2CCN(Cc3ccccc3)CC2)CC1,5,-11%,-4%,-7%,2%,0%,7%
CCOC(=O)c1cc(-c2ccc(F)cc2)n(CC(=O)NCc2ccc(OC)cc2)c1C,23,.,.,.,.,4%,35%[activator]
Nc1cc(=O)nc(SCC(=O)Nc2ccccc2)n1CCc1ccccc1,2,.,.,.,.,-4%,15%
COC(=O)c1ccc(Cl)cc1NC(=O)NCCc1c(C)nn(C)c1C,26,.,.,.,.,-20%,-23%
O=C(Nc1ccc(Cl)cc1)C1=NO[C@@H]2CN(c3ccccc3)C[C@H]12,1,?,?,-20%[88.5 µM],3%[172 µM],-4%[87.6 µM],15%[87.6 µM]

# The closing three compounds of the section above come first, to join the parts.
SMILES,IP6K1 inh,3T3 cytotox,HEK cytotox,GPT2 inhibitor,Luciferase inh,HEK293 viab,SNCA expr inhib
Nc1cc(=O)nc(SCC(=O)Nc2ccccc2)n1CCc1ccccc1,2,.,.,.,.,-4%,15%
COC(=O)c1ccc(Cl)cc1NC(=O)NCCc1c(C)nn(C)c1C,26,.,.,.,.,-20%,-23%
O=C(Nc1ccc(Cl)cc1)C1=NO[C@@H]2CN(c3ccccc3)C[C@H]12,1,?,?,-20%[88.5 µM],3%[172 µM],-4%[87.6 µM],15%[87.6 µM]
O=C(CCS(=O)(=O)c1ccc(Br)s1)Nc1c(F)cccc1F,6,.,.,.,.,41%,10%
COCCn1c(C)cnc1CCNC(=O)C1(c2ccc(OC)cc2)CC1,-13,-16%,-8%,i,-9%,11%,-2%
CN1CCN(CCCNc2nc(CO)nc3ccccc23)CC1,12,-3%,2%,?,-2%,1%,0%
CC1(CCCCN2CCOCC2)COc2ccc(C(=O)NCc3ccco3)cc2N1 (centres undefined),2,-26%[138 µM],?,-13%[88.5 µM],9%[172 µM],6%[87.6 µM],4%[87.6 µM]
COCC1(CNC(=O)c2ccc(OC)cc2)C[C@@H](O)[C@@H](O)C1 (some centres undefined),-6,-17%[174 µM],4%[172 µM],i,-4%[172 µM],-9%[87.6 µM],-26%[87.6 µM]
COc1ccc(-n2c(=O)c3c4c(sc3n(CC(=O)C(C)(C)C)c2=O)CCCC4)c(OC)c1,6,.,.,.,.,-34%,2%
O=C1NC2(CCN(Cc3cccnc3)CC2)Oc2ccccc21,2,-30%[138 µM],-12%[172 µM],?,-3%[172 µM],-2%[87.6 µM],-9%[87.6 µM]
O=c1c2c(CO)c(-c3ccc(F)cc3)nn2ccn1CCc1ccccc1,8,-22%,?,-7%,-11%,-7%,5%
Cc1nc2ccc(CN(C)c3ccc(C(=O)N[C@@H](CCC(=O)O)C(=O)O)s3)cc2c(=O)[nH]1,6,.,.,i,.,-11%,-20%
CC1=C(C(=O)Nc2ccc(F)cc2F)C2(CCN(C(C)C)CC2)OC1=O,8,.,.,.,.,1%,-15%

# Complete entries, quoted from the list. Order of screens: IP6K1 inh, 3T3 cytotox, HEK cytotox, GPT2 inhibitor, Luciferase inh, HEK293 viab, SNCA expr inhib
# O=C(CCS(=O)(=O)c1ccc(Br)s1)Nc1c(F)cccc1F is listed as 6, ., ., ., ., 41%, 10%
# COCCn1c(C)cnc1CCNC(=O)C1(c2ccc(OC)cc2)CC1 is listed as -13, -16%, -8%, i, -9%, 11%, -2%

# Next records.
SMILES,IP6K1 inh,3T3 cytotox,HEK cytotox,GPT2 inhibitor,Luciferase inh,HEK293 viab,SNCA expr inhib
CC(C)NC(=O)N[C@H]1CCN2C(=O)c3cc(-c4ccc(F)cc4F)ccc3NC(=O)[C@H]12,-5,-28%[174 µM],?,-26%[88.5 µM],-14%[172 µM],3%[87.6 µM],-5%[87.6 µM]
COc1ccc(C(=O)N[C@H]2CO[C@H]3[C@@H]2OC[C@H]3OCC(N)=O)cc1,7,i,i,-12%[88.5 µM],2%[172 µM],-3%[87.6 µM],-2%[87.6 µM]
Cc1ccc(-c2nc3ncccc3o2)cc1NC(=O)c1ccc(-c2cccc(Cl)c2C)o1,1,.,.,.,.,8%,-21%
COc1ccc(OC)c(NC(=O)CCc2nc(-c3ccc(C)cc3)no2)c1,43,.,.,.,.,7%,5%
CCn1nc(C)c(CNC(=O)C2CCN(C(=O)N3CC4CC(C3)[C@H]3CCCC(=O)N3C4)CC2)c1C (some centres undefined),21,-24%,-5%,i,0%,17%,-8%
CCOc1ccc(Nc2c(S(=O)(=O)c3ccc(Cl)cc3)cnc3ccc(OCC)cc23)cc1,10,.,.,.,.,-24%,?
O=C(NCC1CC1)C1CCCN1C(=O)c1cccc(-c2cccnc2)c1 (centres undefined),3,-22%,-16%,.,.,.,.
CC(C)N1C[C@H](O)C[C@H]1c1nnc2n1CCN(C(=O)C1CC1)CC2,6,-7%,?,i,-10%,-20%,-12%
CCCn1cc(S(=O)(=O)c2ccc(OC)cc2)c(=O)c2cc(F)c(N3CCCC(C)C3)cc21 (centres undefined),18,.,.,.,.,-1%,18%
COC[C@@H]1[C@H](NC(=O)c2cn(CCN3CCNCC3)nn2)[C@@H]2CCO[C@H]12,0,-3%,-3%,-3%,-14%,4%,-26%
O=C(c1ccccc1F)N1CCCC(c2noc(COc3ccccc3)n2)C1 (centres undefined),-1,-28%,?,-6%,-18%,-1%[12.5 µM],91%[activator]
O=S1(=O)NCC2(CCN(Cc3c[nH]c4ccccc34)CC2)Oc2ncccc21,8,-7%,0%,4%,.,3%,10%
CC(C)(C(=O)NCCc1cccs1)C1CCOCC1,39,-4%,3%,i,?,-4%[12.5 µM],58%[activator]
O=C(Nc1cccc2ccccc12)O[C@@H]1CO[C@H]2[C@@H]1OC[C@@H]2n1nnnc1SC1CCCC1,-3,?,?,1%,3%,-16%,-16%
CC(=O)c1[nH]c(C)c(C(=O)NCc2ccc(Cl)cc2)c1C,6,.,.,.,.,-1%,-11%
CCOC(=O)c1ccccc1NC(=O)CSc1ccc(-c2sc(-c3ccccc3)nc2C)nn1,-1,.,.,.,.,-4%,29%
CN(Cc1cccc(C(F)(F)F)c1)CC1CC1,-1,-19%[138 µM],-28%[172 µM],i,.,10%[87.6 µM],-1%[87.6 µM]
Cn1nnc2c(N3CCN(c4ccccc4Cl)CC3)ncnc21,-9,.,.,.,.,7%,-8%
Cc1ccc(/C=C/c2onc(C)c2S(=O)(=O)N2CCC(C(=O)Nc3ccc(C)c(N(C)C)c3)CC2)cc1,0,.,.,.,.,9%,29%
Cc1ccc(-c2nc(S(=O)(=O)c3ccccc3)c(N3CCN(c4ccccc4)CC3)o2)cc1,16,.,.,.,.,5%,26%
COc1ccc(S(=O)(=O)N[C@H](C)c2onc(C)c2C(=O)O)cc1,-13,0%[174 µM],i,i,-1%[172 µM],1%[87.6 µM],?
COc1ccccc1-c1nnc2ccc(C(=O)NCc3cccs3)cn12,1,-22%,-12%,2%,.,6%,22%
COc1ccc(CCN(C)C(=O)CC(c2cccc(F)c2)c2cn(C)c3ccccc23)cc1OC (centres undefined),2,?,40µM*,-11%,-6%,-14%,11%
O=C1NCCCCCN(C(=O)c2ccc3ccccc3n2)[C@H]2CCC[C@@H]12,3,-15%,-1%,i,-1%,-10%,-22%
